PNC inhibitor: High Content Assay for Compounds that inhibit the Assembly of the Perinucleolar Compartment; PC3M PTB-GFP, PNC prevalence imaging, 16 h; hits give low values; activity change (PNC), negative = inhibition, % at 10 µM; hit rate 3.1% among 140,000; AID 2417, 2010;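 active = readout at or below -70, meaning at least 70% loss of cells showing the perinucleolar compartment, a nuclear body marking cancer cells; inconclusive = readout between -30 and a set limit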;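 also: plate controls were DMSO wells for no effect and camptothecin positive control wells for full effect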
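Compounds are pinned in duplicate onto adhered PC3M cells stably expressing GFP-tagged PTB and incubated 16 h at 37 C. Cells are then fixed, nuclei stained with Hoechst, and PNC-positive cells counted.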
ALOX15B inhib: qHTS Assay for Inhibitors of 15-hLO-2 (15-human lipoxygenase 2); Polyunsaturated fatty acid lipoxygenase ALOX15B (Homo sapiens), O15296; purified 15hLO-2, xylenol orange hydroperoxide absorbance; Potency, µM (titrated, usually from 57.1 µM), inactives show top-dose activity change, negative = inhibition, actives largely listed as inhibitors; hit rate 0.56% among 110,000; AID 881, 2007; also: potency is read from the fitted curve at half-maximal effect; nearly all actives have a fitted effect of over 60% in size; many of its hits are not listed in these tables
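Enzyme 50 nM, AA 45 uM, 25 mM Hepes pH 7.5 + 0.01% Triton X-100; cpd preinc 15 min RT, rxn 90 min RT; stop/detect with 200 uM XO + 300 uM Fe(II) in 50 mM H2SO4, 30 min; A573/A405.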
ALOX12 inhib: qHTS Assay for Inhibitors of 12-hLO (12-human lipoxygenase) | Polyunsaturated fatty acid lipoxygenase ALOX12 (Homo sapiens), P18054 | purified 12-hLO, xylenol orange hydroperoxide absorbance | Potency, µM (doses to about 57.1 µM), for the others: at the highest dose activity change, negative = inhibition, actives largely listed as inhibitors | hit rate 0.12% among 150,000; also: potency is read from the fitted curve at half-maximal effect; nearly all actives have a fitted effect of over 55% in size; many of its hits are not listed in these tables
Target sequence (P18054 whole entry, looked up): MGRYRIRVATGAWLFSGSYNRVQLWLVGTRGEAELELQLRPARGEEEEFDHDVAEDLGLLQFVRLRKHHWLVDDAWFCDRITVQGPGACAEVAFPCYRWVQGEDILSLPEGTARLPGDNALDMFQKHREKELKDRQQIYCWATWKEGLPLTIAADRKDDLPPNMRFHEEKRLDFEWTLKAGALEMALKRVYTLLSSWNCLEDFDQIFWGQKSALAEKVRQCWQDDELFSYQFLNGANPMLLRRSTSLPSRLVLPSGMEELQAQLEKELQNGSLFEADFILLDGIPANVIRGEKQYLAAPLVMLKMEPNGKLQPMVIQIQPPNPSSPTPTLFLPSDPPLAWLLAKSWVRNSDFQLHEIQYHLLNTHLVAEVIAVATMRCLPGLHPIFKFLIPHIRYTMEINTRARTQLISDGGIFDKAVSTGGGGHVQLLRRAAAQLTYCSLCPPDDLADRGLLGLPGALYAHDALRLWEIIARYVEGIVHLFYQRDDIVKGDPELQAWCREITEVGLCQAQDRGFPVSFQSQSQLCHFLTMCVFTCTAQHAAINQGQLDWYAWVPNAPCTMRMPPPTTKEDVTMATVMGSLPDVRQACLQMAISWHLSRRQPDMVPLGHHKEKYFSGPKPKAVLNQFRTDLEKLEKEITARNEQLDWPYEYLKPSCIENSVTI
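Purified human 12hLO (150 nM final) was preincubated with compounds for 15 min at room temperature in 25 mM Hepes pH 7.0, 0.01% Triton X-100, then reacted with 40 uM arachidonic acid for 30 min. Hydroperoxide was detected with ferrous iron/xylenol orange.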
IMPase cell inh: qHTS Assay for Identifying the Cell-Membrane Permeable IMPase Inhibitors; CHO-M1 cells, IP1 accumulation, HTRF TR-FRET ratio; inhibition (IP1 accumulation), % at 46.1 µM; 120,000 tested, under 10 active; AID 901, 2007; Inositol monophosphatase 1 (Rattus norvegicus), P97697; active = well fitted curve in the direction sought with a large enough effect in the signal ratio, not every such curve was filed as active; inconclusive = small, poorly fitted or top-dose-only effect, or a change in a side signal; inactive = no such curve, though single readings can be large or run the other way; the % refers to the signal ratio;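 also: cells stimulated with carbachol in lithium chloride buffer; plate controls were DMSO basal wells for no effect and reference inhibitor wells for full effect; higher means more IMPase inhibition seen as more IP1 and lower FRET ratio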
Target sequence (P97697 whole entry, looked up): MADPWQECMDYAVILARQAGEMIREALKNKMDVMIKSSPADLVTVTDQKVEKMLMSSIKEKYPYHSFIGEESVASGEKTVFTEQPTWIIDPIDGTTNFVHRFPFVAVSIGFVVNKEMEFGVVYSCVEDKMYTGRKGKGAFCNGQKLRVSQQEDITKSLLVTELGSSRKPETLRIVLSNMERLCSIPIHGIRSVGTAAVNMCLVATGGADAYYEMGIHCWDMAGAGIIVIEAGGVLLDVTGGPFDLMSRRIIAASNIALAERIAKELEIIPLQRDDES
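CHO-M1 cells (CHO stably expressing M1 receptor), compound up to 46 uM final, stimulated with carbachol (50 uM as added) in buffer with 50mM LiCl, pH 7.4, 30 min at 37C. Cytosolic IP1 read by TR-FRET; AC50 from Hill fits.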
The depositor's hits bear a star; ? = inconclusive; nt = no result given; [ ] = another dose, or the depositor's remark. Unless noted, calls follow the shape of the dose curve; as a rule, active = well fitted curve in the direction sought with a large enough effect; inconclusive = small, poorly fitted or top-dose-only effect, or another doubt; inactive = no such curve, though single readings can be large; an effect the other way counts as inactive or inconclusive. Unless noted, % is scaled to controls: 0 for no effect and ±100 for the full control effect. A portion of the library. The share of hits here may be higher or lower than overall.

SMILES	PNC inhibitor	ALOX15B inhib	ALOX12 inhib	IMPase cell inh
COc1cc(/C=c2\sc3n(c2=O)C(c2ccccc2)C(c2ccccc2)=NN=3)ccc1O (stereo not drawn)	?	-22%	-16%	6
O=C(NCc1ccccn1)c1cccc(NS(=O)(=O)c2ccccc2F)c1	25	nt	-3%	nt
COc1ccc(OCCCC(=O)NCC(C)C)cc1	?	1%	-4%	-1
COc1ccc(OC)c(-n2c(-c3ccc(S(C)(=O)=O)cc3)cc(C=O)c2C)c1	?	-9%	-3%	10
N#Cc1ccc(-c2ccc(F)cc2)nc1Oc1ccccc1	53	7%	-1%	11
CC1CCc2cc(F)ccc2N1C(=O)CCC(=O)O (stereo not drawn)	9	2%	3%	3
CCOC(=O)c1sc(NC(=S)NC(=O)C2CC2)cc1C	-15	nt	1%	?
COc1ccc(C(=O)NCc2oc(-c3ccccc3)cc2C(=O)O)cc1	25	-9%	-3%	9
COc1ccc(CCNC(=O)C2CCCN(S(=O)(=O)c3cnc[nH]3)C2)cc1OC (stereo not drawn)	13	4%	-2%	5
COc1ccc(CCn2c(NCc3ccco3)nc3c2c(=O)[nH]c(=O)n3C)cc1	?	-4%	7%	10
Cc1ccc(C(=O)NCCc2nnc3ccc(SCC(=O)Nc4c(C)cc(C)cc4C)nn23)cc1	-9	nt	1%	-3
Cc1ccc(C=C2C(=O)c3ccccc3C2=O)o1	-23	nt	-4%	nt
CCSc1nc(O)cc(=O)n1-c1ccc(OC)cc1	?	4%	0%	5
CCCOc1ccc(CN(CCO)CCO)cc1C(=O)OC	?	-7%	2%	4
COC(=O)NCc1ccc(CNC(=O)OC)cc1	-6	0%	1%	0
O=C(CCn1c(=O)[nH]c2ccccc2c1=O)N1CCN(c2ccc(Cl)cc2)CC1	28	-7%	-6%	?
CC(C)(C)CC(=O)Nc1cccc2c1CCCC2	1	-2%	-6%	10
CCN(CC)c1ccc(/C=N/Nc2ccc(C)cc2)c(O)c1	-12	nt	-11%	-6
COc1ccccc1NC(=S)NNC(=O)c1ccc(O)cc1	37	1%	5%	1
Cc1ccc(C)c(N(CC(=O)NN=C2CCCCCCC2)S(C)(=O)=O)c1	1	17%	0%	6
CCN=C1SC(CC(=O)Nc2ccc(C(F)(F)F)cc2)C(=O)N1CC (stereo not drawn)	?	1%	-5%	0
COC(=O)C1CCN(C(=O)Cc2ccc(Br)cc2)CC1	?	-13%	-4%	-8
COc1cccc(N/C(SCc2cccc([N+](=O)[O-])c2)=C(/C#N)C(=O)NCc2cccs2)c1	16	nt	1%	nt
O=C(CCC(=O)c1ccc(F)cc1)OC1CCOC1=O (stereo not drawn)	-9	6%	4%	?
Cc1cc(C)n(C(=O)c2ccc(NC(=O)C3COc4ccccc4O3)cc2)n1 (stereo not drawn)	5	3%	-17%	14
O=[N+]([O-])c1cccc(/C=N/Nc2nccnc2Cl)c1	39	14%	2%	3
CCCN1CN(Cc2ccccc2)CNC1=S	?	nt	-10%	4
CCn1c(CSc2ncccn2)nnc1SCC(=O)N1c2ccccc2CC1C (stereo not drawn)	?	4%	1%	1
COCCCN1C(=O)C(=O)/C(=C(/O)c2ccc(C)cc2)C1c1ccccc1 (stereo not drawn)	9	17%	1%	?
COc1ccc(-c2cc(C(=O)Nc3c(Cl)cc(Cl)cc3Cl)c3ccccc3n2)cc1OC	6	nt	-2%	nt
CCOC(=O)N1CCN(CCC(=O)Nc2ccc(C)c(Br)c2)CC1	-10	28%	-4%	-2
COc1ccc(NC(=O)CN2C(=O)C(C)Oc3ccccc32)c(OC)c1 (stereo not drawn)	19	5%	-2%	8
NC[C@@H]1O[C@H](O[C@@H]2[C@H](O[C@@H]3O[C@H](CO)[C@@H](O)[C@@H]3O)[C@@H](O)[C@@H](N)C[C@H]2N)[C@@H](N)[C@H](O)[C@@H]1O	nt	6%[25.6 µM]	-2%[25.6 µM]	3[20.6 µM]
O=C(Oc1ccccc1)c1cc2ccccc2o1	-6	7%[2.29 µM]	0%	-8
CC(C)C(=O)NC(Nc1ccccc1F)C(Cl)(Cl)Cl (stereo not drawn)	59	-5%	5%	8
O=C(Nc1ccc(Cl)cc1)C1CCCN(S(=O)(=O)c2cnc[nH]2)C1 (stereo not drawn)	?	7%	-15%	5
CN(c1ccc(OCC(=O)OCC(=O)Nc2ccccc2)cc1)S(=O)(=O)c1cccs1	116	nt	4%	12
O=[N+]([O-])c1cccc(C(=Nc2ccc(Cl)cc2)NO)c1	18	-7%	-7%	-15
O=C(CCCSc1nnc(-c2cccs2)n1CC1CCCO1)c1ccccc1 (stereo not drawn)	?	1%	-1%	4
CC(=O)c1cc(-c2ccccc2)n(CC(=O)Nc2cccc(C)c2)c1C	2	nt	2%	nt
Cc1cccc(NC(=O)CS(=O)(=O)c2c[nH]c3ccccc23)c1C	-24	-8%	-1%	3
Clc1ccc(-c2nnc(-c3ccco3)o2)cc1	-6	-3%	-5%	1
O=C(NCc1ccc(-c2nc3ccccc3s2)cc1)c1ccco1	10	nt	4%	-5
O=C(Nc1ccc(Sc2ccc(Br)cc2)cc1)c1ccco1	101	26%	8%	0
CCn1c(C(=O)N2CCCC(C(=O)O)C2)cc2sccc21 (stereo not drawn)	20	nt	-5%	?

Part of the list above, with values ahead of the structure.
| PNC inhibitor | ALOX15B inhib | ALOX12 inhib | IMPase cell inh | Compound |
| --- | --- | --- | --- | --- |
| 6 | nt | -2% | nt | COc1ccc(-c2cc(C(=O)Nc3c(Cl)cc(Cl)cc3Cl)c3ccccc3n2)cc1OC |
| -10 | 28% | -4% | -2 | CCOC(=O)N1CCN(CCC(=O)Nc2ccc(C)c(Br)c2)CC1 |
| 19 | 5% | -2% | 8 | COc1ccc(NC(=O)CN2C(=O)C(C)Oc3ccccc32)c(OC)c1 (stereo not drawn) |
| nt | 6%[25.6 µM] | -2%[25.6 µM] | 3[20.6 µM] | NC[C@@H]1O[C@H](O[C@@H]2[C@H](O[C@@H]3O[C@H](CO)[C@@H](O)[C@@H]3O)[C@@H](O)[C@@H](N)C[C@H]2N)[C@@H](N)[C@H](O)[C@@H]1O |

More structures follow.
SMILES	PNC inhibitor	ALOX15B inhib	ALOX12 inhib	IMPase cell inh
Cc1ccc(O)c(/C=N/NC(=O)C2=NNC(c3ccccc3)(c3ccccc3)C2)c1	?	nt	-7%	-5
CSC1=C(C#N)C2(CCCC2)C(C#N)=C(N)N1	23	-5%	-13%	-1
C=CCc1ccc(OCC(O)CN2CCCCC2)c(OC)c1 (stereo not drawn)	-10	-3%	0%	-2
CCCCc1nc2sc3c(c2c(=O)[nH]1)CCC3	13	-21%	-4%	7
CCn1cnc2cc(NCc3ccc(C)cc3)ccc21	30	16%	-2%	11
CCOC(=O)C1CN(S(=O)(=O)c2ccc(F)cc2)C1	?	nt	0%	1
O=C(CNc1ccc2c(c1)OCO2)N/N=C\c1ccccc1Cl	?	nt	-13%	nt
Cc1cccc(C(=O)NNC(=O)c2ccc(-c3ccccc3)cc2)c1	?	-10%	-3%	-5
COCC(COCCCNC(=O)Nc1ccc(Br)cc1)OC (stereo not drawn)	4	-4%	-6%	-11
Cn1cccc1C(=O)N1CCC2(CCCN(Cc3ccncc3)C2)CC1	nt	-6%	-2%	nt
c1ccc2c(c1)nc(NC1CCCCC1)c1nncn12	24	nt	-6%	-1
CN(C)S(=O)(=O)N(CC(=O)NCc1ccccc1)c1ccccc1	-15	-5%	0%	7
Nc1nc(SCC(=O)Nc2ccccc2)nc2nc3c(cc12)CCCC3	?	nt	1%	nt
O=C(Nn1c(-c2ccc(F)cc2)nc2ccccc2c1=O)C1CCCCC1	7	-5%	-6%	-1
COc1cc(-c2nnc3sc(-c4ccco4)nn23)cc(OC)c1OC	36	-2%	-6%	1
O=C(O)c1cc(N=Nc2ccc([N+](=O)[O-])cc2)ccc1O	nt	-6%[11.4 µM]	-5%[11.4 µM]	nt
CC(C)P(=O)(Cc1cccc(C#N)c1)C(C)C	10	21%	0%	-3
Cc1cc(C)c2c(n1)sc1c(-c3ccccc3)c(C#N)c(N)nc12	?	nt	2%	nt
CCCCOc1ccc(/C(O)=C2/C(=O)C(=O)N(Cc3cccnc3)C2c2ccncc2)c(C)c1 (stereo not drawn)	-11	nt	2%	nt
CCN1C(=O)c2ccccc2S(=O)c2ccc(C(=O)NCCCN3CCCC3=O)cc21 (stereo not drawn)	31	nt	3%	6
Cc1ccc(-n2nnnc2SCC(=O)Nc2sccc2C#N)cc1	30	nt	3%	nt
Cc1cccc(NC(=O)Nc2nnc(N3CCCCC3C)s2)c1C (stereo not drawn)	13	-1%	-1%	7
CCOc1cc(NC(=S)NCCCN2CCOCC2)c(OCC)cc1NC(=O)C(C)C	8	nt	3%	nt
COCCNC(=O)C(c1ccccc1C)N(CCOC)C(=O)Cn1nnc2ccccc21 (stereo not drawn)	-26	-3%	-3%	-5
O=C(NCc1ccccn1)c1cccc(NS(=O)(=O)c2cccc(F)c2)c1	?	nt	2%	nt
c1cncc(CNCc2cccnc2)c1	nt	-3%[11.4 µM]	-1%[11.4 µM]	nt
Cc1cccc(C2=N/C(=C\c3cccnc3)C(=O)O2)c1	30	-2%	0%	-1
CCOC(=O)c1ccc(COc2nc3ccccc3nc2-c2ccccc2NC(C)=O)o1	-115*	5%[2.29 µM]	-3%	8
O=C(CS(=O)CC(=O)N(c1cccc(F)c1)C(C(=O)NC1CCCCC1)c1ccco1)Nc1ccc(F)cc1 (stereo not drawn)	?	nt	3%	nt
CCC(C)(C)n1nnnc1C(C(C)C)N(Cc1ccco1)Cc1cc2cc3c(cc2[nH]c1=O)OCO3 (stereo not drawn)	45	-1%	-1%	4
CCCc1[nH]nc2c1C(c1ccc(O)c(OC)c1)C(C#N)=C(N)O2 (stereo not drawn)	52	-7%	-5%	0
COc1ncnc2c1oc1nc(CC(C)C)c3c(c12)CCCC3	?	18%	-1%	0
O=C(Cn1nnc2c(cnn2-c2ccccc2)c1=O)NCc1cccs1	10	-1%	-5%	-6
C=CCn1c(CNC(=O)c2cccs2)nnc1SCC(=O)c1ccc(Br)cc1	86	nt	2%	2
CCCn1c(CCNC(=O)c2cccs2)nc2ccccc21	?	nt	4%	-13
Cc1ccc(NC(=O)c2cc(S(=O)(=O)NCCC3=CCCCC3)ccc2F)cc1F	?	nt	-12%	3
Cc1occc1-c1nnc(SCC(=O)Nc2nc(-c3ccccc3)cs2)o1	24	-3%	0%	-6
O=C(C1CCCN(S(=O)(=O)c2ccc(Br)s2)C1)N1CCCCCC1 (stereo not drawn)	-3	-7%	-17%	4
Cc1cccc(-c2noc(-c3ccc(F)cc3)n2)c1	-11	7%	2%	3
c1ccc(Cn2nnnc2-c2ccco2)cc1	18	1%	-1%	2
Nc1c(-c2ccccc2)c(CSc2nc3ccccc3[nH]2)nn1-c1ccc(C(=O)O)cc1	?	nt	-3%	-5
Cc1cccc(C)c1NC(=S)N(C)CCc1ccccn1	-9	nt	-1%	-3
Cc1cc(S(=O)(=O)NCC(C)C)ccc1OCC(=O)NCC1CCCO1 (stereo not drawn)	?	nt	-1%	nt
O=C1CN(c2ccc(Cl)cc2)C2(CCCCC2)S1	0	nt	-4%	nt
Cc1ccc(C)c(N(C)C(=O)c2coc(=O)c3ccccc23)c1	29	nt	4%	2
Cc1noc(C)c1CSc1nnc(-c2ccccc2F)n1CCc1ccccc1	?	-8%	-4%	6
NC(CC(=O)O)c1ccc(Br)cc1 (stereo not drawn)	?	nt	0%	11
CCOC(=O)CC(=O)CSc1nnc(Cn2c(=O)sc3ccccc32)n1C	-17	6%	-19%	0
COC(=O)c1nn(-c2ccc(C)cc2)c2nnc(Cc3ccccc3)c(=O)n12	30	nt	1%	nt
